# Screening results: PubChem, several laboratories
# Rev-RRE block: HIV Rev-RRE protein-RNA interaction inhibition; P05866; hit rate 0.79% among 97,000; Rev peptide-RRE RNA binding, FRET; AID 704; inhibition, % at 8 µM;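 active = inhibition above the screen-wide mean plus 3 SD, cut at about 35% in these data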;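 also: 0% = median DMSO wells and 100% = median Neomycin B control wells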
# Target sequence (P05866 whole entry, looked up): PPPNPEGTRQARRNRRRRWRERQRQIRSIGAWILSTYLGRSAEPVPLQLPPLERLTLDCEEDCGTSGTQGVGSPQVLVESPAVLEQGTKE
#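 Assay system: Labelled RRE RNA duplex and labelled Rev peptide | Times: 5 min preincubation and 15 min binding, 25 °C | Detection: FRET, ex 480 nm, em 540 and 671 nm | Evaluation: % inhibition of FRET ratio versus controls | Benchmarks: DMSO wells as 0% and neomycin B wells as 100% inhibition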
# PLAP activator: activates human placental alkaline phosphatase; P05187; purified PLAP enzyme, luminescent substrate read-out; hits give high values; activation fold at 20 µM; hit rate 1.2% among 96,000; in the data active = activation fold above about 2
# Target sequence (P05187 whole entry, looked up): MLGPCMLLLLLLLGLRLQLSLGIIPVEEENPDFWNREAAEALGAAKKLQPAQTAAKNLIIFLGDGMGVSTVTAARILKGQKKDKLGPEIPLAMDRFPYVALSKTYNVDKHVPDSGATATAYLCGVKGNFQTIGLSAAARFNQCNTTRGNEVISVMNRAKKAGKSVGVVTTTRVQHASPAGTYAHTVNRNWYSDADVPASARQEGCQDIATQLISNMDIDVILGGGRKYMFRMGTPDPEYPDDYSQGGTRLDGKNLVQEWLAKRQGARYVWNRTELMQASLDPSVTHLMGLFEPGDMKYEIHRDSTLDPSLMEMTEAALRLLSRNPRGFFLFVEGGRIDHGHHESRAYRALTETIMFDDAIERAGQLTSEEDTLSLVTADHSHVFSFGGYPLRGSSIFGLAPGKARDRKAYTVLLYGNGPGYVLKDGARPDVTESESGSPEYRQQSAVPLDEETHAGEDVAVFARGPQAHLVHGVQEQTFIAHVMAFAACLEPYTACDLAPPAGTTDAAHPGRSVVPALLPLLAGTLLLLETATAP
# CYP2C19 inh: human CYP2C19 inhibition; P33261; CYP2C19 Supersomes, luciferin-H EGE luminescence, 30 min; inhibition, % at 5 µM; hit rate 21% among 96,000; AID 778;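 active = CYP2C19 inhibition above a set limit at 5 µM in the primary screen, cut at about 50% in these data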;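 also: plate controls were negative control wells for no effect and 2.5 mM tranylcypromine positive control for full effect; values of inactives mirror those of a sister screen read the other way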
# PLK1 kinase inh: inhibitors of human PLK1 kinase | P53350 | AID 619 | inhibition, % at 10 µM | hit rate 0.53% among 97,000 | recombinant PLK1 kinase, TR-FRET peptide phosphorylation;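 active = inhibition of 50% or more in the single-concentration screen; inactive = inhibition below 50%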;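 also: 0% = DMSO max control and 100% = H-89 dihydrochloride min control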
# Plk1 PBD FP: Plk1 (human) PBD binding inhibition | AID 693 | Plk1 PBD phosphopeptide binding, fluorescence polarization | P53350 | hit rate 0.13% among 97,000 | inhibition, %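 (tested at about 20 µM)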; in the data active = inhibition above about 34%, passing the limit was not always enough
# CYP2C9 inh: blocks human cytochrome P450 2C9; P11712; CYP2C9 Supersomes, luciferin-H conversion, luminescence; inhibition, % at 5 µM; hit rate 20% among 96,000; AID 777;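 active = blocking of liver enzyme CYP2C9 beyond about 50% at 5 µM, limit read from the data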; also: values of inactives mirror those of a sister screen read the other way
# EphB4 antag: EphB4-ephrin-B2 interaction antagonism. P54760. EphB4 LBD / TNYL-RAW-Alexa532 peptide, fluorescence polarization. inhibition, % at 7 µM. hit rate 0.15% among 97,000. AID 720;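 active = inhibition above the screen-wide mean inhibition plus 3 SD, cut at about 15% in these data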;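 also: 0% = DMSO wells and 100% = excess unlabeled TNYL-RAW peptide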
# CYP2C19 act: activators of human cytochrome P450 2C19 | P33261 | recombinant CYP2C19, luciferin-H EGE luminescence; hits give high values; 0 = fully inhibited enzyme, 1 = untreated enzyme | activation factor at 5 µM | 96,000 tested, under 10 active | AID 1025;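 active = activation factor of at least 2 at 5 µM in the primary screen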;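 also: 0 = wells with 2.5 mM tranylcypromine and 1 = vehicle-only wells; values of inactives mirror those of a sister screen read the other way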
# CYP2C9 act: increases human cytochrome P450 2C9 activity. AID 1024. P11712. activation factor at 5 µM. hit rate 1.4% among 96,000. recombinant CYP2C9, luciferin-H conversion, luminescence; hits give high values; factor 1 = untreated enzyme, 0 = blocked;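 active = activation factor of 2 or more for CYP2C9 at a 5 µM dose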;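 also: 0 = sulfaphenazole-blocked wells and 1 = vehicle-only wells; values of inactives mirror those of a sister screen read the other way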
# * marks the source's active call; other numbers are inactive results; x = not tested or not shown.
smiles	Rev-RRE block	PLAP activator	CYP2C19 inh	PLK1 kinase inh	Plk1 PBD FP	CYP2C9 inh	EphB4 antag	CYP2C19 act	CYP2C9 act
Cc1nc(C)c(C(=O)C2=C(O)C(=O)N(CCN(C)C)C2c2cccs2)s1 (stereo unspecified)	7	1	-3	-1	-12	-6	4	1	1.1
CSc1nc(Oc2ccc3ccccc3c2)c2ccccc2n1	8	1.1	38	-14	-24	36	0	0.6	0.6
COC(=O)c1cc(NC(=O)Cn2c(=O)cnc3ccccc32)cc(C(=O)OC)c1	15	1	19	-12	-4	89*	6	0.8	0.1
CCOC(=O)C1=C(C)NC(SCC(=O)OC)=C(C#N)C1c1ccc(C(=O)OC)cc1 (stereo unspecified)	10	1.8	97*	-8	0	96*	0	0	0
CCC(CC)C(=O)N1CC(=O)Nc2ccc(Br)cc2C1c1ccccc1 (stereo unspecified)	14	0.9	48	3	4	50	-1	0.5	0.5
COc1cc(C2C(C#N)=C(N)Oc3c2oc(CO)cc3=O)cc(OC)c1OC (stereo unspecified)	10	1.2	-22	-15	0	-19	3	1.2	1.2
Cc1cc(=O)[nH]c(SCc2nc3ccccc3s2)n1	5	1.1	38	1	-10	20	4	0.6	0.8
CN1CCc2c(sc3c2C(=O)NC(c2cn(Cc4ccccc4)c4ccccc24)N3)C1 (stereo unspecified)	79*	0.8	69*	-9	-24	79*	0	0.3	0.2
CCN(CC)c1ccc(C=Nc2ccc(C#N)cc2)c(O)c1	x	1.3	44	x	x	-46	x	0.6	1.5
CCOC(=O)c1nnc(-c2ccccc2)nc1Sc1ccccc1Cl	15	0.9	20	-1	-13	54*	-1	0.8	0.5
O=C1c2ccccc2C(=O)N1CCCc1nc(-c2ccncc2)no1	2	0.9	41	-8	-1	43	-2	0.6	0.6
CSc1ccccc1C(=O)Nc1cccc(C(C)O)c1 (stereo unspecified)	3	1	0	-17	4	-12	-4	1	1.1
COc1cc(/C=C/C(=O)O)cc(S(=O)(=O)NCCCO)c1OC	7	0.9	-3	-12	-5	10	-2	1	0.9
CN1c2ccsc2/C(=N/NC(=O)c2c(F)cccc2F)CS1(=O)=O	6	0.9	0	-5	2	6	-4	1	0.9
CCC(Cc1ccccc1)NC(=O)CN1C(=O)CSc2ncccc21 (stereo unspecified)	x	1.1	39	x	x	23	x	0.6	0.8
COc1cccc(OCCn2ccnc2)c1	3	x	x	-13	-18	x	-1	x	x
O=C1CCCc2nc(N3CCN(Cc4ccccc4)CC3)ncc21	10	1.7	34	-13	21	21	3	0.7	0.8
CCc1nc(SCc2nnc(-c3ccc(C)cc3)o2)c2c(C)c(C)sc2n1	9	x	x	-11	18	x	0	x	x
Cc1cc(NC(=O)Nc2cccc(C(F)(F)F)c2)no1	15	1	4	-9	-11	8	-7	1	0.9
COC(=O)CCC(=O)c1oc2ccc(Cl)cc2c1NC(=O)CCCN1C(=O)c2ccccc2C1=O	9	1.3	67*	-11	-2	80*	2	0.3	0.2
COC(=O)c1cc2ccccc2c(-c2c(OC)c(C(=O)OC)cc3ccccc23)c1OC	3	1.5	54*	-7	-15	81*	9	0.5	0.2
Cc1csc2ncc(C(=O)NCCc3ccccc3)c(=O)n12	3	1.4	54*	-4	26	-17	5	0.5	1.2
O=c1[nH]c(=O)n(Cc2ccco2)c2c1C(C(F)(F)F)(C(F)(F)F)N=C(CCc1ccccc1)N2	7	1.1	22	0	-20	68*	1	0.8	0.3
COc1ccc(N2CC(C(=O)NCCCN3CCOCC3)CC2=O)cc1 (stereo unspecified)	5	1.1	1	-6	-7	13	5	1	0.9
Cc1ccccc1-c1coc2cc(O)ccc2c1=O	12	0.9	21	-4	3	-147	-4	0.8	2.5*
CCN(CC)CCn1c(SCC(=O)NCc2ccco2)nc2c(sc3ccccc32)c1=O	-2	1.3	26	-6	24	27	-7	0.7	0.7
CS(=O)(=O)N(CC(=O)NCCSc1ccc(Cl)cc1)c1ccc2c(c1)OCO2	9	1	69*	-16	20	62*	4	0.3	0.4
Cc1ccc(S(=O)(=O)N(C)CCCC(=O)NCc2ccc3c(c2)OCO3)cc1	-3	1	82*	-19	-19	76*	5	0.2	0.2
CCCc1cc(Nc2c(C)n(C)n(-c3ccccc3)c2=O)n2c(nc3ccccc32)c1C#N	9	1.4	6	-8	1	62*	2	0.9	0.4
CC(=O)c1cccc(NC(=O)COc2ccc(S(=O)(=O)N3CCCCC3)cc2)c1	8	0.8	67*	-5	25	67*	-4	0.3	0.3

# Some of these compounds in order of molar mass, rising.
smiles	Rev-RRE block	PLAP activator	CYP2C19 inh	PLK1 kinase inh	Plk1 PBD FP	CYP2C9 inh	EphB4 antag	CYP2C19 act	CYP2C9 act
O=C1CCCc2nc(N3CCN(Cc4ccccc4)CC3)ncc21	10	1.7	34	-13	21	21	3	0.7	0.8
COC(=O)c1cc(NC(=O)Cn2c(=O)cnc3ccccc32)cc(C(=O)OC)c1	15	1	19	-12	-4	89*	6	0.8	0.1
CCc1nc(SCc2nnc(-c3ccc(C)cc3)o2)c2c(C)c(C)sc2n1	9	x	x	-11	18	x	0	x	x

# (continued)
smiles	Rev-RRE block	PLAP activator	CYP2C19 inh	PLK1 kinase inh	Plk1 PBD FP	CYP2C9 inh	EphB4 antag	CYP2C19 act	CYP2C9 act
CC1CCC(NC(=O)C2CCN(c3cnccn3)CC2)CC1 (stereo unspecified)	4	1.2	53*	-7	9	-11	-5	0.5	1.1
CCCN(S(=O)(=O)c1ccc(OCC)cc1)S(=O)(=O)c1cccs1	21	1	30	-6	0	41	2	0.7	0.6
COCCn1c(=S)[nH]c2cc(C(=O)NCCc3ccc(OC)c(OC)c3)ccc2c1=O	4	0.9	18	-8	-14	56*	-6	0.8	0.4
Cc1ccc2[nH]c(=O)c(CN(Cc3cccs3)Cc3nnnn3CC3CCCO3)cc2c1 (stereo unspecified)	0	1.2	12	-10	-1	0	-8	0.9	1
O=c1c2oc3ccccc3c2ncn1Cc1ccccc1F	4	1	44	-8	-12	34	1	0.6	0.7
O=C(O)CCCNS(=O)(=O)c1ccc(F)cc1	3	0.9	-13	-3	1	-6	-12	1.1	1.1
COC(=O)CSc1nnc2n(-c3ccc(OC)cc3)c(=O)c3c4c(sc3n12)CCCCC4	x	1.6	4	x	x	10	x	1	0.9
Cc1ccc(C(=O)COC(=O)c2ccc3c(c2)C(=O)N(c2cccc4ncccc24)C3=O)cc1C	12	1.1	5	-1	4	14	7	1	0.9
O=C(NCc1ccc2c(c1)OCO2)c1cc2n(n1)C(C(F)(F)F)CC(c1ccc3c(c1)OCO3)N2 (stereo unspecified)	x	0.9	-17	x	x	-8	x	1.2	1.1
Cc1ccc(C)c(N(CC(=O)NCCSCc2ccco2)S(C)(=O)=O)c1	3	1.6	81*	-11	12	88*	0	0.2	0.1
Cc1cccc(Nc2ncc3c(n2)CC(c2ccco2)CC3=O)c1 (stereo unspecified)	2	0.7	4	-5	7	16	-3	1	0.8
CN(C)c1cccc2c(S(=O)(=O)Nc3ccccn3)cccc12	6	0.8	92*	-2	-28	-13	1	0.1	1.1
O=C1NC(NS(=O)(=O)c2ccccc2)(C(F)(F)F)C(=O)N1Cc1cccnc1 (stereo unspecified)	6	0.9	3	-15	4	67*	-8	1	0.3
C/C(=N/NS(C)(=O)=O)c1ccc2ccccc2c1	0	0.9	27	-13	-17	73*	2	0.7	0.3
COc1nc(NCC(C)C)nc(Oc2ccc(OCc3ccccc3)nn2)n1	10	0.9	32	-15	22	38	-9	0.7	0.6
CN(C(=O)c1cc2nc(-c3ccco3)cc(C(F)(F)F)n2n1)C1CCCCC1	-1	1.2	13	-4	43	-3	-10	0.9	1
O=C(NNS(=O)(=O)c1ccc(F)cc1F)C1Cc2c(ccc3ccccc23)O1 (stereo unspecified)	4	1.1	17	-4	6	49	-2	0.8	0.5
COc1ccccc1C(=O)Nc1cc(-c2nn3c(C)nnc3s2)ccc1C	7	x	x	-7	7	x	-4	x	x
O=C1C(=O)N(c2ccccc2)c2ccccc21	5	1	3	-23	11	4	3	1	1
Cc1cc(C)c(S(=O)(=O)N2C=CC(C(F)(F)F)=NCC2)c(C)c1	9	0.9	19	-2	0	13	-3	0.8	0.9
COc1ccc(/C=N/N2CCN(c3ccccc3OC)CC2)cc1OC	-2	1.3	9	-6	10	-10	-5	0.9	1.1
Cc1cc(OCCN2CCOCC2)nc2ccccc12	-3	1.1	39	-11	16	-25	-6	0.6	1.3
CCCC(=O)Nc1cc(=O)[nH]c2ncnn12	11	0.8	0	1	20	6	4	1	0.9
Nn1c(SCc2nc3ccccc3[nH]2)nnc1-c1cccnc1	x	2*	30	x	x	13	x	0.7	0.9
CCC(CC)C(=O)OCC(=O)Nc1ccc(S(=O)(=O)N2CCOCC2)cc1OC	11	1.5	-1	-2	3	38	5	1	0.6
Fc1ccc(CSc2nncn2NCc2ccc3c(c2)OCO3)cc1	2	1	93*	19	10	83*	4	0.1	0.2
O=C(Nc1nc2c(Cl)cccc2s1)c1ccc(Br)o1	7	1.2	-10	-6	17	5	-9	1.1	1
COCCCNC(=O)C1CCN(c2nc(C)cc(C)n2)CC1	2	1.3	-10	6	25	-52	-2	1.1	1.5
COCCCNC(=O)CN(c1cccc(Cl)c1)S(C)(=O)=O	x	0.9	14	x	x	-28	x	0.9	1.3
COc1ccccc1C(OC(=O)c1ccco1)C(=O)NC(C)(C)C (stereo unspecified)	2	0.9	16	-11	14	28	5	0.8	0.7

# Following part.
smiles	Rev-RRE block	PLAP activator	CYP2C19 inh	PLK1 kinase inh	Plk1 PBD FP	CYP2C9 inh	EphB4 antag	CYP2C19 act	CYP2C9 act
CCOc1ccccc1NC(=O)Cn1c(C)cc(COC)c(C#N)c1=O	1	1.1	20	-11	4	11	-9	0.8	0.9
COc1ccc(C(=O)NC2CCN(S(=O)(=O)Cc3ccccc3)CC2)c(OC)c1	-2	1.2	21	-4	24	11	-9	0.8	0.9
Cc1ccc(-c2cc(-c3ccc(C)o3)nc(N)c2C#N)cc1	27	1.5	10	0	2	28	-10	0.9	0.7
CCOc1ccccc1N1CCN(c2nc(N)c(C#N)c(CC#N)c2C#N)CC1	30	1.7	27	28	-12	-44	1	0.7	1.4
Nc1nnc(SCC(=O)NC2CCCCC2)s1	-3	x	x	-3	11	x	-4	x	x
Cc1ccc(S(=O)(=O)N(CC(O)CN2C(=O)NC(C)(C)C2=O)c2ccccc2)cc1 (stereo unspecified)	7	1.1	32	-4	15	14	-1	0.7	0.9
Cc1c(CCC(=O)O)c(=O)oc2cc(O)ccc12	x	0.9	-2	x	x	-4	x	1	1
c1cncc(C(c2nnnn2C2CCCC2)N2CCN(Cc3ccc4c(c3)OCO4)CC2)c1 (stereo unspecified)	12	1.4	25	4	8	-1	0	0.7	1
Cc1cc(NS(=O)(=O)c2ccc(NC(=O)c3ccoc3C)cc2)nc(C)n1	3	1	5	-8	30	24	1	0.9	0.8
CCn1c(SCC(=O)NCCc2ccc(F)cc2)nnc1-c1cccs1	2	1.2	12	6	7	14	1	0.9	0.9
CC(=O)Nc1nc2ccccc2n1CCN1CCOCC1	4	x	x	-4	3	x	6	x	x
COc1cccc(NS(=O)(=O)c2ccc3[nH]cc(C(=O)NCCC(C)C)c(=O)c3c2)c1	10	1	13	-13	20	70*	-10	0.9	0.3
Cc1ccccc1NC(=O)c1cccc(N2C(=O)C3C4CCC(C4)C3C2=O)c1 (stereo unspecified)	4	0.8	40	-13	9	57*	-1	0.6	0.4
O=C(Cn1cnc2c(cnn2-c2ccccc2)c1=O)N1CCCc2ccccc21	5	0.9	-3	-9	-20	-5	3	1	1.1
CC(OC(=O)c1cc[n+]([O-])cc1)C(=O)Nc1ccc(Cl)cn1 (stereo unspecified)	x	1	25	x	x	16	x	0.7	0.8
